# L929 necroptosis – blocks zVAD induced death of L929 cells; L929 zVAD necroptosis rescue, ATP luminescence, 24 h; with zVAD 60 µM; viability rescue, % at 10 µM; 220,000 compounds, 0.38% hits; AID 1377;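 active means activation, scaled between plate controls, above about 75%, limit read from the data; inactive means activation under that limit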;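 further: 0% = zVAD with DMSO and 100% = DMSO alone without zVAD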
# Rad51 HR inh – Rad51 (human) homologous recombination inhibition. Q06609. hRad51 DNA strand exchange, fluorescence dequenching. inhibition, % at 10 µM. 200,000 compounds, 0.085% hits;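 active means inhibition above 40% at the single screening dose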;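 further: 0% = DMSO control wells and 100% = blanks with heterologous ssDNA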
# Target sequence (Q06609 whole entry, looked up): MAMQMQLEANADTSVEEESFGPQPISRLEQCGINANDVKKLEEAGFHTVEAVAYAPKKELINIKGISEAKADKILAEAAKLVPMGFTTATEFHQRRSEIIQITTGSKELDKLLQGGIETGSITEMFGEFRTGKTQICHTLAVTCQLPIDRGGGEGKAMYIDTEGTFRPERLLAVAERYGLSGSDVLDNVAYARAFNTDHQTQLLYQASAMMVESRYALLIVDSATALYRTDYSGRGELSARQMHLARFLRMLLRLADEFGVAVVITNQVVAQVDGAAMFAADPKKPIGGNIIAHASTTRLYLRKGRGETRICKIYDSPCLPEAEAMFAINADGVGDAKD
#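 System: human Rad51 nucleoprotein filaments preassembled on unlabelled ssDNA. Reagent: labelled 47-mer dsDNA for strand exchange. Schedule: 30-min compound preincubation and 15-min exchange, both room temperature. Measured by: FRET fluorescence dequenching, excitation 485 nm, emission 520 nm. Read-out: Fluorescence-based percent inhibition, control- and blank-normalised. Benchmarks: plate controls and plate blanks.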
# TbHK1 inh – blocks Trypanosoma brucei hexokinase 1 activity | recombinant TbHK1, G6PDH-coupled NADH A340 | inhibition, % at 10 µM | 220,000 compounds, 0.11% hits | AID 1430;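 active means inhibition of 50% or more in the single-dose primary screen; inactive means inhibition below 50%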
# Calpain2 inh – blocks pig calpain II enzyme activity; purified calpain II, fluorogenic peptide substrate, 30 min; 220,000 compounds, 0.37% hits; AID 1236; inhibition, % at 16 µM;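 active means inhibition above about 50%, limit read from the data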
# PGE2 EP2 inh – EP2 receptor (human) inhibition | P43116 | C6 glioma cells expressing human EP2, cAMP TR-FRET; cells stimulated with saturating PGE2 | inhibition, % at 25 µM | 260,000 compounds, 0.52% hits | AID 1422;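 active means percent inhibition above 40 after rounding to a whole number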;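 further: rat C6 glioma host cells with rolipram phosphodiesterase inhibitor present; the protocol text gives 20 µM as final concentration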
# Target sequence (P43116 whole entry, looked up): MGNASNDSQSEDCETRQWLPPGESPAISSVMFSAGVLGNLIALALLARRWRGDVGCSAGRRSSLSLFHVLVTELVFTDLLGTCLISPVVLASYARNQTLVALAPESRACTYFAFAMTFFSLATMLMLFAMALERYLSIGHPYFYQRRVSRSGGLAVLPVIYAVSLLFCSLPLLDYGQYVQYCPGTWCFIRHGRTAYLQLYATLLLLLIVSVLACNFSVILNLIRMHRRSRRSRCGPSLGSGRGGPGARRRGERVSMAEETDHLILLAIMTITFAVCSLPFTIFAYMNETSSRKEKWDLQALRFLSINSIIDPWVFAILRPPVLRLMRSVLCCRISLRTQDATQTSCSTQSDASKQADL
# eIF4E 4G PPI – inhibitors of eIF4E and eIF4G interaction in translation initiation. P63073+Q04637. 220,000 compounds, 0.37% hits. inhibition, % at 21.7 µM. TR-FRET eIF4E-eIF4GI(517-606) binding, 2 h;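 active means inhibition above about 30%, limit read from the data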;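 further: 0% = full FRET control wells and 100% = background wells lacking eIF4GI fragment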
# EP2 mod – modulators of human EP2 prostaglandin E2 receptor | EP2-expressing cells, cAMP HTRF FRET, PGE2 co-stimulation | induction, % at 25 µM | 260,000 compounds, 0.83% hits;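 active means compounds whose cAMP rise, as percent of the full-agonist control response, exceeds 60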;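 further: rat C6 glioma line stably carrying human EP2 under a CMV promoter; the protocol text gives 20 µM as final concentration; 100% = response of wells given 1 µM PGE2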
# Hck-Nef inh – inhibitors of human Hck kinase activated by Nef | Recombinant Hck-YEEI plus Nef, Z-Lyte FRET kinase assay | AID 463187 | P08631 | 220,000 compounds, 0.68% hits | inhibition, % at 20 µM;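 active means Hck-Nef kinase inhibition above about 50%, limit read from the data; inactive means inhibition below that limit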;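 further: 0% = DMSO with Hck plus Nef and 100% = Hck alone without Nef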
# 14-3-3 Bad inh – disrupts binding of bovine 14-3-3 zeta to phospho-Bad peptide | inhibition, % at 21.7 µM | P63103 | TR-FRET 14-3-3zeta/Dy647-pBad peptide displacement, 1 h | 220,000 compounds, 0.71% hits;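 active means inhibition above about 70%, limit read from the data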;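 further: 0% = full 14-3-3 plus peptide FRET controls and 100% = background without 14-3-3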
# Target sequence (P63103 whole entry, looked up): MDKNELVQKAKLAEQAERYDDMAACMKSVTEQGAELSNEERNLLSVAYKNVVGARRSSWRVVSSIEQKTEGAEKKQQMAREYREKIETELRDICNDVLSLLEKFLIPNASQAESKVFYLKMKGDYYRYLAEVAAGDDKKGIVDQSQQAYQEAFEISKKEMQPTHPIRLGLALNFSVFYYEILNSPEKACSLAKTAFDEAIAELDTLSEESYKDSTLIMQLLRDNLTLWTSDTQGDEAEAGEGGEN
# Starred values were filed as active, the others as inactive; x = no result given; & = joins results of further samples; [ ] = another dose, or the depositor's remark.
# Every second line gives: Calpain2 inh	L929 necroptosis	TbHK1 inh	Hck-Nef inh	PGE2 EP2 inh	eIF4E 4G PPI	14-3-3 Bad inh	Rad51 HR inh	EP2 mod
O=C(c1ccc(N2C(=O)C3CC=C(Cl)CC3C2=O)cc1)N1CCOCC1 (stereo not given)
→ -18	0.8	-10	18	4	2	-11	-4	-7
COc1ccc2cc(-c3cc(C(=O)O)c4ccccc4n3)ccc2c1
→ -145	-0.3	-30	0	10	-2	22	-2	-22
c1ccc(CSc2ccc(-c3cccs3)nn2)nc1
→ -18	1.1	-13	18	9	3	-7	5	-8
C/C(=N/Nc1ccc(C)cc1)C1(C)N(O)C(C)(C)C(c2ccco2)=[N+]1[O-] (stereo not given)
→ 26	1.8	1	9	10	-1	-4	8	-3
Cc1ccc(S(=O)(=O)Nc2ccccc2C(N)=O)cc1
→ -188	0.5	-1	-6	4	-6	-5	1	15
COc1ccc(C2CC(C(F)(F)F)n3nc(C(=O)NCCCn4ccnc4)cc3N2)cc1OC (stereo not given)
→ -49	1.2	0	0	12	1[fluorescence artefact?]	19[fluorescence artefact?]	0	5
Cc1ccc(S(=O)(=O)N2CCC(C(=O)N[C@@H](C)C(=O)NCc3ccco3)CC2)cc1
→ 21	x	-7	3	7	4	5	x	25
COCCN(Cc1cc2cc3c(cc2nc1Cl)OCO3)C(=O)Nc1ccc(OC)cc1
→ -11	0.0	-6	2	4	6[fluorescence artefact?]	-1	x	-25
CN(C)S(=O)(=O)c1cccc(NC(=O)c2ccc(N3CCOCC3)c([N+](=O)[O-])c2)c1
→ -2	0.3	-3	-21	8	-2	4[fluorescence artefact?]	x	-51
O=C1CC(=O)N(c2cccc(F)c2)N1
→ -7	0.2	4	1	8	-1	-8	-1	25
COc1cc(C(CCN2CCCC2)c2c(OC)cc(OC)c3ccc(=O)oc23)cc(OC)c1OC (stereo not given)
→ -21	0.0	-19	27	16	0	-3	5	-17
CN1CCN(C(=O)C2=C[C@@H](c3csc4ccccc34)C[C@@H](OCc3ccc(CO)cc3)O2)CC1
→ 10	-0.5	-9	-11	24	3	0	-5	-23
Cc1cc(OCC(=O)NCC(C)C)cc(C)c1Br
→ -2	0.3	-5	-2	22	x	x	-1	-47
Cc1cccc(N2CCN(c3nc4ccc(Cl)cc4n4cnnc34)CC2)c1C
→ -14	x	-3	-9	8	4	10	-3	28
COc1ccc(/C=N/n2cnnc2)cc1Oc1nc(Cl)ncc1F
→ 6	1.8	2	32	3	-3	0	1	-15
Nc1cc(=O)nc(SCC(=O)NC2CCCCC2)n1-c1ccccc1
→ 0	-0.2	4	0	7	-6[fluorescence artefact?]	8[fluorescence artefact?]	-10	-32
O=C(c1ccccc1OCc1ccccc1Br)N1CCN(c2ncccn2)CC1
→ -8	-0.4	-4	4	0	-9	-6	-12	23
Cc1cccc(N(CC(=O)NC2CCCCC2)C(=O)c2c(C)noc2C)c1
→ 7	-0.2	-6	-2	12	0	6	3	17
Cc1ccc(S(=O)(=O)NC(=O)NCCCCNC(=O)NS(=O)(=O)c2ccc(C)cc2)cc1
→ -57	0.9	-2	3	9	-4[fluorescence artefact?]	-4[fluorescence artefact?]	3	21
CCOc1cc(NC(=O)c2ccccc2C)c(OCC)cc1NC(=O)C1=Cc2ccccc2OC1
→ 13	-0.2	-5	2	6	-4[fluorescence artefact?]	-16	-6	26

# Reprinted from the part before: 2 compounds; new compounds follow.
# Every second line gives: Calpain2 inh	L929 necroptosis	TbHK1 inh	Hck-Nef inh	PGE2 EP2 inh	eIF4E 4G PPI	14-3-3 Bad inh	Rad51 HR inh	EP2 mod
Cc1ccc(S(=O)(=O)NC(=O)NCCCCNC(=O)NS(=O)(=O)c2ccc(C)cc2)cc1
→ -57	0.9	-2	3	9	-4[fluorescence artefact?]	-4[fluorescence artefact?]	3	21
CCOc1cc(NC(=O)c2ccccc2C)c(OCC)cc1NC(=O)C1=Cc2ccccc2OC1
→ 13	-0.2	-5	2	6	-4[fluorescence artefact?]	-16	-6	26
COC(=O)C1C2C=CC3(CN(c4cccc(Cl)c4)C(=O)C13)O2 (stereo not given)
→ -2	0.5	3	6	6&6	2	-5	0	22&-21
CC1CCC(NC(=O)Cn2cc3c(n2)CCCC3)CC1 (stereo not given)
→ 12	0.4	-6	1	8	-1	7	-3	14
Cc1ccccc1CSCC(=O)NCCSc1ccccn1
→ -7	-0.1	-5	23	12	2	-7	2	-33
O=C(COC(=O)c1cncc(Br)c1)NCc1ccco1
→ -46	1.7	12	4	11	-7	0	-1	-3
CCOC(=O)c1c(-c2ccc(F)cc2)csc1NC(=O)c1c(-c2ccccc2)noc1C
→ -14	1.0	-1	2	5	6[fluorescence artefact?]	-6	-9	54
CC1=C(CCN2CCN(C3CCCC3)C(CCO)C2)C(C)(C)CCC1 (stereo not given)
→ -21	-0.6	-12	6	6	-3	-21	7	-10
CC1CCN(CCCNC(=O)c2ccc(Cn3c(=S)[nH]c4ccc(Br)cc4c3=O)cc2)CC1
→ -13	5.7	-1	28	1	1	34	10	-72
CC(C)(C)c1nnc2sc(SCC(=O)N3CCc4ccccc43)nn2c1=O
→ 9	-0.7	2	-15	5	0	-10	30	48
C=CCNC(=S)Nc1sc2c(c1C(N)=O)CCCC2
→ -15	2.4	-11	0	5	-2	-4	x	25
CCc1ccc(C2NC(c3ccc(CC)cc3)C([N+](=O)[O-])C(C)(C)C2[N+](=O)[O-])cc1 (stereo not given)
→ -23	-0.9	-1	0	7	0	9[fluorescence artefact?]	3	-7
O=C(c1ccccc1)c1ccc(OCC(=O)N2CCOCC2)cc1
→ -6	0.4	-2	-1	6	4	16	-2	-8
COc1ccc(NC(=O)/C(Cl)=C(/Cl)S(=O)(=O)Cc2ccc(C)cc2)cn1
→ -4	2.5	-5	-1	8	-2	14	-4	-40
Cc1cc2c(ncn2C)c(NS(=O)(=O)c2ccc(F)cc2)c1C
→ 20	-0.5	11	19	10	-1	13	-3	-4
O=C(NCc1csc(-c2ccccc2)n1)c1cc(F)cc2c1OCOC2
→ 2	0.6	0	-1	5	3	-5	x	-17
CCC(C)C(NC(=O)OC(C)(C)C)C(=O)NC(CC(C)C)C(N)=O (stereo not given)
→ -26	0.5	8	-1	6	-18[fluorescence artefact?]	-1[fluorescence artefact?]	-4	45
CCOC(=O)N1CCC(NC(=O)CN(C)S(=O)(=O)c2cc3c(cc2Cl)NC(=O)CO3)CC1
→ -44	-0.3	4	-16	7	x	x	0	22
COc1cccc(C(=O)C2CCCN(Cc3cccn3-c3ccccn3)C2)c1 (stereo not given)
→ -16	-1.1	3	16	6	0	0	x	-10
O=C(Nc1ccccc1)N1CCN2C(=O)c3ccccc3C12c1ccccc1 (stereo not given)
→ -24	1.0	0	0	8	-3[fluorescence artefact?]	0	1	19
Cc1ccc(-n2nnnc2SC(C)C(=O)NCC(=O)Nc2ccc(F)c(F)c2F)c(C)c1 (stereo not given)
→ 7	-0.4	-2	4	2	-3	-4[fluorescence artefact?]	6	2
CCOc1ccc(C2=Nn3c(nnc3-c3ccccc3OC)SC2)cc1
→ -14	-0.2	-6	0	7	-5	8	-3	74*
O=C(N/N=C/c1ccc(Cl)cc1Cl)C(=O)NC1CC1
→ 14	-1.1	2	-5	1	0	0	-12	-7
CC1(C)C(=O)OC(C(=O)c2ccc(C(C)(C)C)cc2)C(C)(C)C1=O (stereo not given)
→ 14	-0.1	-9	1	18	3	9	x	-16
Cc1cccc2cc(-c3ccccc3)c(-c3ccccc3)c[n+]12
→ -10	0.7	-30	8	2	-6	-11	5	-16
O=C(COC(=O)CNC(=O)c1ccc(Cl)cc1Cl)Nc1ccc(N2CCOCC2)cc1
→ -26	1.6	-4	11	0	5	-6	6	-2
CCc1cccc(CC)c1NC(=S)NC(C)c1ccccc1 (stereo not given)
→ 29	x	0	7	3	2	-13[fluorescence artefact?]	-26	39
COc1ccc(C2=C(SC)CC2=NC(C)(C)C)cc1
→ 17	0.6	-11	1	10	2	1[fluorescence artefact?]	-6	-47
CC1CN(C(=O)c2ccc(N3CCCCC3)c([N+](=O)[O-])c2)CC(C)O1 (stereo not given)
→ -12	0.9	-10	-18	18	-5	1	x	16
COc1ccc2nc(N=Nc3ccc(N(C)C)cc3)sc2c1
→ -6	-0.6	-3	4	x	-9	0	x	4
CCN(CC)C(=O)c1sc(NC(=O)C(C)C)c(C#N)c1C
→ -1	6.7	-5	14	12&2	3	0	3	-9&8
CC(C)c1ccc2[nH]c3c(c2c1)CCC/C3=N\NC(=O)c1ccncc1
→ -45	9.6	-28	16	6	-3	-13	17	36
Cc1ccc(C(=O)c2ccccc2C(=O)O)cc1C
→ 5	-0.3	-1	18	8	1	-11	1	17
COc1cc(NC(=O)c2ccco2)c(OC)cc1NC(=O)CSc1nnc(-c2cccs2)n1C
→ -6	1.6	-36	0	7	-6	3	-5	4
CCNc1ccc(C(=O)OCC(=O)NC(=O)NCC(C)C)cc1[N+](=O)[O-]
→ -20	5.3	4	-2	17	-5	-9	2	19
CCNc1nc(NCc2ccccc2)nc(SCC(=O)Nc2ccccc2)n1
→ -8	0.7	-2	0	14	2	13	6	22
COCc1nc(-c2cc(Br)ccc2OC)no1
→ -3	0.2	-1	11	15	-3[fluorescence artefact?]	23	-11	0
CCOc1ccccc1OCCCC(=O)Nc1ccc(OC)nc1
→ -23	1.2	-5	0	4	2	8	7	-4
O=C(CSc1nnc(-c2ccncc2)n1CC1CCCO1)Nc1nccs1 (stereo not given)
→ 16	-0.9	0	15	15&8	-6	8	-2	11&-19
CC(=O)c1ccc(N2CCN(C(=O)c3ccc(NC(=O)C4CCCO4)cc3)CC2)cc1 (stereo not given)
→ 3	3.6	-44	2	6	15[fluorescence artefact?]	-13[fluorescence artefact?]	2	-13
COc1ccccc1NC(=O)c1cc2ccccc2o/c1=N\O
→ -6	x	x	x	22	-1	11[fluorescence artefact?]	2	-34
OCCNC1=NCCN1
→ 8	1.4	-1	1	5	-2[fluorescence artefact?]	25[fluorescence artefact?]	1	-9
N=C1C(=O)OCC1c1cc(Cl)ccc1NC(=O)Nc1ccccc1 (stereo not given)
→ 17	0.3	-3	10	8	0[fluorescence artefact?]	-8	2	18
c1ccc(COCCN2CCN(CCOCc3ccccc3)CC2)cc1
→ -10	0.1	-2	0	5	-5	-2	x	9
COc1cccc(NC(=O)N2CCC(C(N)=O)(N3CCCCC3)CC2)c1
→ -8	1.5	4	1	15	-2	-4	4	-3
COc1ccc(NS(=O)(=O)c2cc(NC(=O)/C=C/c3cc(OC)c(OC)c(OC)c3)ccc2N2CCCCC2)cc1
→ -82	x	-20	2	10	4	28[fluorescence artefact?]	x	8
Nc1cc(N)nc(SCC(=O)N2CCN(C(=O)c3ccco3)CC2)n1
→ 1	0.5	-6	2	6	-13[fluorescence artefact?]	-3[fluorescence artefact?]	-6	14
CC[C@H](C)C(=O)O[C@H]1C[C@@H](C)C=C2C=C[C@H](C)[C@H](CC[C@@H]3C[C@@H](O)CC(=O)O3)[C@H]21
→ -33	-2.2	-6	-5	10&10	0	4	-16	33&54
CCCn1c(NCc2ccc(N(C)C)cc2)nc2ccccc21
→ -6	1.5	8	2	10	-2	-4	-8	-13
O=C(NNC(=O)c1ccc2ccccc2c1O)c1ccccc1Cl
→ -44	0.0	1	1	7	-2	5	9	0
CC(C)N(Cc1ccccc1)C(=O)c1ccc2nsnc2c1
→ 33	0.4	-7	-9	2	-2	1	-12	1
Cc1cc(C)c(OCC(=O)Nc2cccc(O)c2)cc1C
→ -31	-0.2	0	0	4	-9	-3	-2	11

# A portion of the library, so the mix of outcomes need not match the whole.
